Source: PubChem BioAssay
Anesthetic bind = binds horse apoferritin like a general anesthetic. P02791. apoferritin/1-aminoanthracene competitive binding, fluorescence. Potency, µM (highest dose often 77.5 µM), inactives show at the top dose activity change, negative = displacement, hits mostly inhibitors. hit rate 0.074% among 350,000. AID 485281; further: potency means the concentration at half of the fitted maximal effect; on the % scale 0 is the no-effect control and ±100 the full control effect; nearly all actives have a fitted effect of over 20% in size
Target sequence (P02791 2-175 limits assumed): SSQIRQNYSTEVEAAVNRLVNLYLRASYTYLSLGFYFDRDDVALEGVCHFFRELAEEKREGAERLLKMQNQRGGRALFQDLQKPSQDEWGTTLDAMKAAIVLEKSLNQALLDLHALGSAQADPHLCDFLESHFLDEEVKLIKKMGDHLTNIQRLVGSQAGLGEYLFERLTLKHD
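Apoferritin-based anesthetic binding model; compound displacement of fluorescent 1-AMA measured as endpoint fluorescence after 10 minutes at room temperature, scaled to free-ligand and complex controls.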
BLM helicase inh = inhibitors of human Bloom syndrome helicase BLM. P54132. recombinant BLM DNA unwinding, fluorescence dequenching. Potency, µM (doses to about 56.1 µM), without a hit: top-dose activity change, negative = inhibition, actives largely listed as inhibitors. hit rate 0.2% among 350,000. AID 2528;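 further: potency means the concentration at half of the fitted maximal effect; plate controls were vehicle for no effect and no enzyme for full effect; nearly all actives have a fitted effect of over 35% in size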
APEX1 inh = blocks human APE1 abasic DNA cleavage; recombinant APE1, TAMRA/BHQ-2 abasic DNA cleavage fluorescence; hit rate 0.35% among 350,000; P27695; Potency, µM (top dose mostly 65.8 µM), inactives show top-dose activity change, negative = inhibition, most hits filed as inhibitors;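 further: potency means the concentration at half of the fitted maximal effect; plate controls were vehicle for no effect and reference inhibitor for full effect; nearly all actives have a fitted effect of over 55% in size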
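Substrate: short duplex with […] THF abasic site, 5'-TAMRA and 3'-BHQ-2, 50 nM final. APE1 at 0.75 nM, preincubated 15 min RT with compound. Fluorescence increase from first to third read measured activity.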
ERG-DNA inh = inhibitors of human ERG Ets domain-DNA interaction. Potency, µM (titrated, usually from 76.9 µM), for inactives: top-dose FP activity, negative = inhibition, most hits filed as inhibitors. P11308. fluorescence polarization, His-ERG Ets domain / labelled DNA. hit rate 0.028% among 370,000; active means well fitted inhibition curve with a large enough effect in the polarisation, with a control signal flat; inconclusive means small, poorly fitted or top-dose-only effect, or effect the other way, or a change in a side signal; inactive means no such curve, though single readings can be large or run the other way; the % refers to the polarisation;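 further: polarization taken with two DNA probes labelled with fluorescein and Texas red; potency means the concentration at half of the fitted maximal effect; % of control where 0% means no effect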
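His-tagged ERG Ets domain (1 uM in the protein solution; 300mM KCl, 50mM Tris-HCl, 1mM EDTA, 1mM DTT, pH 7.5) received compound, then a probe mix of 5 nM fluorescein-DNA and 100nM Texas-615-DNA. Fluorescence polarization was read for both dyes.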
Pol kappa inh = blocks human DNA polymerase kappa activity | Potency, µM (series often up to 107 µM), without a hit: top-dose activity, negative = inhibition, actives largely listed as inhibitors | purified Pol kappa, fluorescent DNA synthesis assay, 10 min | hit rate 0.53% among 400,000; further: potency means the concentration at half of the fitted maximal effect; on the % scale 0 is the no-effect control and ±100 the full control effect
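First, compounds were pin-transferred onto 10 nM Pol kappa. After 15 min at room temperature, substrate was added to 50 nM final. Fluorescence was then measured kinetically at 0 and 10 min.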
Pol beta inh = DNA polymerase beta (human) inhibition; P06746; Pol beta primer extension/strand displacement, fluorescence kinetic; Potency, µM (series often up to 114 µM), for the others: at the top dose activity change, negative = inhibition, actives largely listed as inhibitors; hit rate 1.3% among 340,000; AID 485314; further: potency means the concentration at half of the fitted maximal effect; on the % scale 0 is the no-effect control and ±100 the full control effect
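Preincubation: enzyme (10 nM) with compound, 15 min, RT. Reaction: substrate added to 50 nM final. Reads: 0 and 10 min. Analysis: normalized, Hill fit.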
POLI inh = blocks human DNA polymerase iota activity; Potency, µM (titrated, usually from 115 µM), for inactives: top-dose activity, negative = inhibition, hits mostly inhibitors; Pol iota fluorescent replication assay, 10 min; hit rate 1% among 390,000; further: potency means the concentration at half of the fitted maximal effect
Target sequence (Q9UNA4 whole entry, looked up): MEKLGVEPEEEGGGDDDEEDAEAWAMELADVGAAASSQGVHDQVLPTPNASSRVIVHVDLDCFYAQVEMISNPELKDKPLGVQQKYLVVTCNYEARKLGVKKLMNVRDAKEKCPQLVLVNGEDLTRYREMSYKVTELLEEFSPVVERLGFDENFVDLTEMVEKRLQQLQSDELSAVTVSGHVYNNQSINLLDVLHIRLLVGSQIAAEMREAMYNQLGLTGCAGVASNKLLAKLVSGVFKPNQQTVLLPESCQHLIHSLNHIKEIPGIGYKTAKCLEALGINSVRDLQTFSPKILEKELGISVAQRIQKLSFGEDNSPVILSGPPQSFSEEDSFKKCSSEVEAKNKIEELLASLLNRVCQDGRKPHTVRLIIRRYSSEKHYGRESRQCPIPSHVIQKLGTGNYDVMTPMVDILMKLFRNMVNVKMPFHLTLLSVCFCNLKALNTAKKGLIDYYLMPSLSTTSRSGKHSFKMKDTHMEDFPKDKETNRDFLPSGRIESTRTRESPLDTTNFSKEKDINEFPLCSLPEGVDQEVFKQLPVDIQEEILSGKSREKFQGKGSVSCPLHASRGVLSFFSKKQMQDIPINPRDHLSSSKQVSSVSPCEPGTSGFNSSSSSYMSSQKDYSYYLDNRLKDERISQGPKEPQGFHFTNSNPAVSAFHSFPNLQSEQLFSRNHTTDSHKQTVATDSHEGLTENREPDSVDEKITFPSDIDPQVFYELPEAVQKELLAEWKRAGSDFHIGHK
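Pol iota at 10 nM preincubated 15 min with compounds at room temperature; reaction started with fluorescent substrate, 50 nM final. Fluorescence read kinetically at 0 and 10 min; buffer-only wells as negative control.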
TRHR agonist = activates the human TRH receptor. P34981. TRHR cells, calcium flux fluo-8, FDSS agonist mode. activation, % at 2 µM. hit rate 0.18% among 360,000; in the data active means activation above about 30%; further: 0% is about no effect
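Read-out: compound-evoked intracellular calcium rise in TRHR cells, fluo-8 dye, kinetic FDSS fluorescence at 1 s/cycle following a 10-cycle baseline. Cells cultured overnight before dye loading (30 min–1.5 h, RT).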
12-LOX inh = inhibitors of human 12S-lipoxygenase ALOX12. AID 1671190. purified 12hLO, xylenol orange hydroperoxide absorbance. hit rate 1.1% among 580,000. Potency, µM (series often up to 108 µM), without a hit: at the top dose activity change, negative = inhibition, hits mostly inhibitors. P18054; further: potency means the concentration at half of the fitted maximal effect; on the % scale 0 is the no-effect control and ±100 the full control effect
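Purified human 12hLO at 150 nM in 25 mM Hepes, 0.01% Triton X-100, pH 7.0, preincubated 15 min at room temperature with compound. Reaction started with 40 uM arachidonic acid, 30 min at room temperature. Hydroperoxide measured by Fe-xylenol orange, 573/405 nm absorbance ratio.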
* hit, by the source's call; ? = inconclusive; . = no result given; [ ] = remark or other dose. Unless noted, the call rests on the fitted dose curve; in most records, active means well fitted curve in the direction sought with a large enough effect; inconclusive means small, poorly fitted or top-dose-only effect, or another doubt; inactive means no such curve, though single readings can be large; an effect the other way counts as inactive or inconclusive. This is a subset; rates above refer to the full screens.

item | Molecule | Pol beta inh | 12-LOX inh | Pol kappa inh | APEX1 inh | POLI inh | BLM helicase inh | Anesthetic bind | ERG-DNA inh | TRHR agonist
1 | O=C(CCS(=O)(=O)c1cc(Br)cc2c1N(C(=O)C1CC1)CC2)NCc1ccco1 | ? | 0% | -5% | 1% | ? | -8% | -3% | -1% | -1.7
2 | O=C1CC(SCCc2nc3ccccc3[nH]2)C(=O)N1c1ccc(Cl)cc1 (centres undefined) | -1% | 293%[activator] | 0% | -2% | -5% | 0% | -19% | 2% | 0.3
3 | Cc1c(/C=N/Nc2ccc(C(=O)O)cc2)c2ccccc2n1C | -21% | ? | -16% | -3% | -4% | 0% | 9% | 5% | -0.1
4 | CSc1ncccc1C(=O)Nc1ccc(S(=O)(=O)N2CCCC2)cc1 | . | -1% | 6% | 14% | 25% | . | . | 15% | 0.0
5 | CN(C)c1ccc(C2(c3ccc(N(C)C)cc3)OC(=O)c3cc(N)ccc32)cc1 | 2% | ? | -4% | 9% | -21% | -15% | -4% | 28% | 0.4
6 | CC(NC(=O)N1CCN(c2ccccc2F)CC1)c1ccc(F)c(F)c1 (centres undefined) | 2% | ? | -4% | 84%[activator] | 10% | -3% | -7% | -7% | -1.0
7 | S=c1[nH]nc(-c2cccs2)n1Cc1ccccc1 | -19% | ? | -5% | -1% | 7% | -6% | -10% | 5% | -0.7
8 | CCOc1ccc(CCNC(=O)Cn2c(C)c3cnn(-c4ccccc4)c(=O)c3c2C)cc1 | 17% | ? | -3% | . | 16% | 2% | -3% | 3% | 0.0
9 | C=CCn1c(SCCOc2ccc(OC)cc2)nnc1C(CO)NC(=O)c1ccc(OC)cc1 (centres undefined) | 18% | -24% | -11% | -1% | 10% | -2% | -7% | -5% | 0.2
10 | Cc1cc(=O)[nH]c(N/N=C/c2ccc3c(c2)OCCO3)n1 | 1% | 2% | -5% | 0% | -9% | -3% | -2% | 2% | -0.3
11 | CCCCNc1c(N)n(CCCC)c(=O)[nH]c1=O | 37% | . | . | 1% | . | 0% | -5% | . | -0.5
12 | O=C(Nc1cccc(N=Cc2cc(Cl)cc(Br)c2O)c1)c1ccco1 | 7% | ? | -24% | 2% | 22% | -5% | -4% | . | 1.6
13 | Cc1coc2cc3oc(=O)c(CC(=O)N[C@@H](CC(C)C)C(=O)O)c(C)c3cc12 | -12% | 6% | 9% | 36% | 61%[activator] | -1% | 24% | 5% | 0.2
14 | COc1ccc(C2CC(=O)C3=C(C2)NC(C)=C(C#N)C3c2ccc(N(C)C)cc2)cc1 (centres undefined) | -3% | -17% | -13% | -2% | 5% | -4% | -11% | -8% | -2.0
15 | O=C(O)c1nn(CCOc2ccc(Br)cc2)c(=O)c2ccccc12 | 6% | -7% | -23% | -22% | 31%[activator] | 4% | -5% | -1% | 0.0
16 | O=C(COC(=O)c1ccccn1)Nc1cccc2ccccc12 | 2% | 4% | -16% | -6% | 147%[activator] | -6% | -8% | 3% | 0.0
17 | O=C1NNC(=O)C2C3C=CC(C4CC34)C12 (centres undefined) | 1% | 4% | -9% | 10% | ? | -2% | -21% | . | 0.4
18 | CCCCN(C(=O)C1CCCC1)c1c(N)n(CC(C)C)c(=O)[nH]c1=O | . | 61%[activator] | -2% | 43% | ? | . | . | 4% | 0.7
19 | CCc1ccccc1NC1c2ccccc2C(=O)N1c1cccnc1 (centres undefined) | 34% | -3% | -16% | -3% | 7% | -4% | -13% | -1% | 0.3
20 | COc1ccc(C(=O)Nc2ccc([N+](=O)[O-])cn2)cc1OC | 29% | -16% | -7% | 22% | -4% | -5% | -2% | 5% | 0.0
21 | O=C(CN(C(=O)c1csnn1)c1ccc2c(c1)OCCO2)NCc1ccc(F)cc1 | -7% | 13% | -4% | 26% | 51%[activator] | -2% | -10% | -16% | -0.6
22 | O=C(COC(=O)CCC(NC(=O)OCc1ccccc1)C(=O)OCC(=O)Nc1ccccc1)Nc1ccccc1 (centres undefined) | 25% | -23% | -5% | 8% | 20% | -6% | 10% | -9% | 1.5
23 | CCN(CC)CCN(C(=O)CCS(=O)(=O)c1ccccc1)c1nc2cc(OC)c(OC)cc2s1 | -2% | -30% | -10% | 4% | -10% | -6% | 5% | -4% | -0.9
24 | CCN(C[C@H]1N[C@@](Cc2ccccc2)(C(=O)OC)[C@H]2C(=O)N(C)C(=O)[C@@H]12)S(=O)(=O)c1ccc(OC)cc1 | . | ? | -2% | -1% | 8% | . | . | 8% | .
25 | O=C(O)c1ccc(CNC(=S)Nc2ccccc2)cc1 | 21% | ? | -3% | -1% | 1% | -1% | 0% | 5% | 0.4
26 | CCOc1ccc(NC(=O)CN2CCN(c3ccc(Cl)cc3)CC2)cc1 | 0% | -18% | -9%[60.1 µM] | . | 29% | -3% | -5% | 1% | -0.6
27 | O=C1CSC(c2cccnc2)N1c1cccc(Cl)c1 (centres undefined) | 45% | -3% | -9% | 13% | 117%[activator] | -3% | -11% | -1% | 0.1
28 | CCOc1ccc(CNCCN2CCCC2)cc1 | 3% | ? | -2% | 0% | 42%[activator] | -4% | -16% | 6% | 1.6
29 | CC1CCC(NC(=O)CC(C)(C)Cc2nc3ccccc3c(=O)[nH]2)CC1 (centres undefined) | 42% | 7%[57.4 µM] | -4% | ? | 15% | 1% | -15% | . | -0.8
30 | CC1=C(C(=O)Nc2ccc(Cl)cc2)C(c2cccs2)n2nnnc2N1 (centres undefined) | 28% | -22% | -11% | -1% | -3% | -5% | -13% | 12% | -0.1
31 | Cn1c(=O)c2c(ncn2CC(=O)N/N=C/C=C/c2ccccc2[N+](=O)[O-])n(C)c1=O | -21% | . | -7% | 11% | 33%[activator] | 2% | 1% | -3% | 0.6
32 | O=C(CSc1nnc(-c2cccs2)o1)N1CCc2ccccc21 | 22% | -19% | -9% | 8% | -26% | -4% | -21% | 5% | 0.6
33 | COc1ccc(Br)cc1/C(C)=N/NC1=NCCN1 | 32% | 0% | -7% | 11% | 11% | 0% | -12% | 18% | 0.2
34 | CCN(CC)CCNC(=O)c1ccc2c(c1)N(Cc1ccccc1)C(=O)c1ccccc1S2=O (centres undefined) | 0% | -12% | -4% | . | -9% | -5% | ? | -1% | -0.3
35 | COc1ccc(CNc2ncnc3ccc(-c4ccccc4C#N)cc23)c(OC)c1 | . | ? | 40µM* | -10% | . | -7% | . | . | .
36 | Cc1cccc(CSc2nc3c(c(=O)[nH]2)CCCC3)c1 | 10% | 3% | 3% | -1% | 35%[activator] | -3% | 3% | -5% | -0.7
37 | O=[N+]([O-])c1ccccc1NCCOc1ccccc1 | 38% | 23% | -6% | 17% | -3% | -9% | ? | 1% | -0.5
38 | Cc1ccc(-n2nc3c(c2NC(=O)/C=C\c2ccc4c(c2)OCO4)CSC3)c(C)c1 | ? | -15% | -9% | 16% | -14% | -6% | -15% | 5% | -0.2
39 | O=C(NC(=S)Nc1ccccc1Cl)c1cnn2c(C(F)(F)F)cc(C(F)(F)F)nc12 | 1% | 123%[activator] | -12% | 1% | 22% | -3% | -12% | 4% | 0.2
40 | O=C(COC(=O)c1ccc(F)cc1Cl)NC(=O)NC1CCCC1 | . | 54% | 6% | -4% | 1% | . | . | -19% | -1.5
41 | O=C(CSc1ncccn1)NCC1CCCO1 (centres undefined) | . | 360%[activator] | 3% | . | 25% | . | . | 8% | .
42 | COC(=O)CC1C(=O)NCCN1C(=O)Nc1ccc(Cl)c(Cl)c1 (centres undefined) | 0% | 3% | -11% | 4% | -18% | 3% | -11% | 6% | -0.9
43 | CN(NC1OC(=O)c2ccccc21)c1ccccc1[N+](=O)[O-] (centres undefined) | ? | 382%[activator] | -2% | 2% | 41%[activator] | -9% | 2% | -21% | 0.3
44 | Cc1ccc(NC(=O)CSc2nnc(CN3CCOCC3)n2C)cc1C | -13% | -2% | -16% | 2% | -25% | -4% | -7% | -11% | -0.7
45 | CCOC(=O)C1CCC(CN(Cc2cccc(Br)c2)S(=O)(=O)c2ccc(Cl)cc2)CC1 (centres undefined) | 2% | -2% | 3%[60.1 µM] | . | 15% | -3% | 99%[activator] | 1% | 2.4
46 | CC1CCCCN1CCNC(=O)c1cnn2ccccc12 (centres undefined) | 47% | 3% | -1% | 2% | 12% | 0% | -4% | -17% | 0.7

Down the list, as entered above.
Nos. 26–37 in POLI inh read 29%, 117%[activator], 42%[activator], 15%, -3%, 33%[activator], -26%, 11%, -9%, ., 35%[activator], -3%
Nos. 26–37 in TRHR agonist read -0.6, 0.1, 1.6, -0.8, -0.1, 0.6, 0.6, 0.2, -0.3, ., -0.7, -0.5

Part of the list above in order of count of non-hydrogen atoms, highest first:
item | Molecule | Pol beta inh | 12-LOX inh | Pol kappa inh | APEX1 inh | POLI inh | BLM helicase inh | Anesthetic bind | ERG-DNA inh | TRHR agonist
13 | Cc1coc2cc3oc(=O)c(CC(=O)N[C@@H](CC(C)C)C(=O)O)c(C)c3cc12 | -12% | 6% | 9% | 36% | 61%[activator] | -1% | 24% | 5% | 0.2
42 | COC(=O)CC1C(=O)NCCN1C(=O)Nc1ccc(Cl)c(Cl)c1 (centres undefined) | 0% | 3% | -11% | 4% | -18% | 3% | -11% | 6% | -0.9
10 | Cc1cc(=O)[nH]c(N/N=C/c2ccc3c(c2)OCCO3)n1 | 1% | 2% | -5% | 0% | -9% | -3% | -2% | 2% | -0.3

Compound profiles, from the list above. Screens in order: Pol beta inh | 12-LOX inh | Pol kappa inh | APEX1 inh | POLI inh | BLM helicase inh | Anesthetic bind | ERG-DNA inh | TRHR agonist
Listed for CCOc1ccc(NC(=O)CN2CCN(c3ccc(Cl)cc3)CC2)cc1 → 0% | -18% | -9%[60.1 µM] | . | 29% | -3% | -5% | 1% | -0.6
Listed for CCOc1ccc(CNCCN2CCCC2)cc1 → 3% | ? | -2% | 0% | 42%[activator] | -4% | -16% | 6% | 1.6
Listed for COc1ccc(C2CC(=O)C3=C(C2)NC(C)=C(C#N)C3c2ccc(N(C)C)cc2)cc1 (centres undefined) → -3% | -17% | -13% | -2% | 5% | -4% | -11% | -8% | -2.0
